# Sm TGR inh – inhibitors of Schistosoma mansoni thioredoxin glutathione reductase | Q962Y6 | purified TGR, DTNB reduction, TNB absorbance 405 nm | Potency, µM (titrated, usually from 114 µM), for inactives: at the highest dose activity change, negative = inhibition, actives largely listed as inhibitors | 3% of 360,000 active; also: nearly all actives have a fitted effect of over 60% in size
#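 TGR 20 nM + NADPH 100 uM (dispensed conc.), cpd preinc 15 min RT; start with NADPH (500 uM addition) then DTNB (15 mM addition). Kinetic TNB absorbance, 405 nm filter. Four-parameter Hill fit across titration.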
# Pf growth 48h – inhibits P. falciparum growth in the first generation, 48 h. P. falciparum luciferase growth in erythrocytes, 48 h. Potency, µM (top dose mostly 28.7 µM), for inactives: top-dose activity change, negative = inhibition, most hits filed as inhibitors. 5.9% of 310,000 active
#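 Luciferase-expressing P. falciparum in infected erythrocytes (2% hematocrit, 0.1% parasitemia final) in RPMI 1640/0.5% Albumax were exposed to compound for 48 hours at 37 C, 5% CO2; growth read as luminescence.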
# Pf growth 96h – inhibits malaria parasite growth, 96 h. P. falciparum luciferase reporter growth, 96 h. 6.9% of 320,000 active. Potency, µM (series often up to 28.7 µM), inactives show top-dose activity change, negative = inhibition, usual class: inhibitors. AID 504834
#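 Parasite growth measured via integrated firefly luciferase reporter in P. falciparum. Infected erythrocytes at 2% hematocrit, 0.05% parasitemia final were treated 96 hours at 37 C under 5% CO2, and luminescence was read.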
# Tb PYK inh – inhibitors of Trypanosoma brucei pyruvate kinase | Q57TT1 | TbPYK enzyme, Kinase-Glo Plus ATP luminescence, 45 min | Potency, µM (doses to about 76.8 µM), without a hit: at the highest dose activity, negative = inhibition, actives largely listed as inhibitors | 0.12% of 410,000 active; also: nearly all actives have a fitted effect of over 50% in size
#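 T. brucei PYK with substrate was exposed to pin-transferred compounds across a concentration series, then started with 130 uM ADP (final). After 45 min at room temperature, Kinase-Glo Plus luminescence was read, normalized and curve-fitted.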
# HCV inhibitor – inhibitors of hepatitis C virus infection; Huh7.5.1 HCVcc-Cre infection, luciferase reporter, 44 h; Potency, µM (top dose mostly 41.8 µM), for the others: at the highest dose activity change, negative = inhibition, actives largely listed as inhibitors; 3.4% of 340,000 active; AID 651820
#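 Cells (1,000/well) were plated 4 h before compound, then infected with HCVcc-Cre virus (~0.5 moi). After 44 h further culture, infection was read as luciferase luminescence following a 15 min substrate incubation at room temperature.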
# LmPK inhibitor – blocks Leishmania mexicana pyruvate kinase activity | Q27686 | purified LmPK, Kinase-Glo ATP luminescence, 1 h | Potency, µM (top dose mostly 57.5 µM), inactives show at the top dose activity change, negative = inhibition, hits mostly inhibitors | 0.37% of 290,000 active | AID 1721
# Target sequence (Q27686 whole entry, looked up): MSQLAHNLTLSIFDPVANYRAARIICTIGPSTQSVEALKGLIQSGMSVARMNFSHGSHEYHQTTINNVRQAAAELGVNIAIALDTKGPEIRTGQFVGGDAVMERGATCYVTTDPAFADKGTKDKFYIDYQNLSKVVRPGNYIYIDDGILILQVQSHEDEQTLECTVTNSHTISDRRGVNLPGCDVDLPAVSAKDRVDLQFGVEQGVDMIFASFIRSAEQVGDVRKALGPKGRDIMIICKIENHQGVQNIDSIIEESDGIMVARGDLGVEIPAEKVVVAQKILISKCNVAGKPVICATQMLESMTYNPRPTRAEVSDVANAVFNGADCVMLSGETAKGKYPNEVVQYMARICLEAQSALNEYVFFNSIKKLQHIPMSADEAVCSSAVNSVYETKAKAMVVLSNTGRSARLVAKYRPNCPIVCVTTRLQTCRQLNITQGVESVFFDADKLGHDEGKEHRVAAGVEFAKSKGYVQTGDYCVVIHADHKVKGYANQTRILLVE
#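 qHTS format; LmPK 0.1 nM; substrates PEP 0.5 mM and ADP 0.1 mM. One-hour room-temperature incubation, then coupled luciferase luminescence; 0.5 nM enzyme wells mark activation.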
# * = called active by the depositor; ? = inconclusive; / = not tested or not shown; & = joins results of further samples; [ ] = remark or other dose. Calls follow the shape of the dose curve; as a rule, active = well fitted curve in the direction sought with a large enough effect; inconclusive = small, poorly fitted or top-dose-only effect, or another doubt; inactive = no such curve, though single readings can be large; an effect the other way counts as inactive or inconclusive. % is scaled to controls: 0 for no effect and ±100 for the full control effect; potency is read from the fitted curve at half-maximal effect. Rows were taken by chance, and some 16% of all compounds hit somewhere here.
# Screens in order – Pf growth 48h	Sm TGR inh	HCV inhibitor	Tb PYK inh	Pf growth 96h	LmPK inhibitor
CC(C)Sc1sc(C(=O)O)c(-c2ccc(Cl)cc2)c1C#N
  2%	3%	10%	2%	-9%	8%
CCOC(=O)c1cccnc1SCC(=O)NC(C)CC (stereo unspecified)
  -23%	-3%	0%	2%	?	2%
COc1ccccc1C(=O)NCCC(=O)N(C)CC(=O)Nc1c(Cl)cccc1Cl
  ?	-11%	?	4%	12%	/
CC(=O)N1C(C)(C)CC(=NOC(=O)c2ccc(C)cc2)CC1(C)C
  5%	/	-14%	0%	20%	-1%
Cn1c(=O)c(=O)n(C)c2cc(S(=O)(=O)Nc3ccc4c(c3)OCCO4)ccc21
  3.3µM*	-22%	13%	-1%	36%[activator]	2%
CC1(C)CC(=O)C=C(NNC(=O)c2ccc(N)cc2)C1
  30%	-14%	4%	-8%	29%	1%
CCC(=O)NCCSc1c[nH]c2ccccc12
  2%	-18%	2%	-10%	?	4%
COC(=O)c1c(C)[nH]c(C(=O)C(C)OC(=O)c2ccco2)c1C (stereo unspecified)
  -15%	-9%	0%	0%	-1%	/
O=C(COC(=O)CCSc1ccccc1)NCc1ccc(F)cc1
  -13%	-2%	1%	9%	0%	1%
CC#CCN1C(=O)N[C@@H](c2ccccc2)C(C(=O)OC)=C1C
  /	/	7%	-6%	/	-8%[11.5 µM]
CC(C)(C)[C@@H]1CCC(=O)N(CC[C@H](N=[N+]=[N-])c2ccccc2)CC1
  ?	-6%	?	-3%	?	-5%
CCCCNC(=O)c1ccc(SCC(=O)N(CC)CC)c([N+](=O)[O-])c1
  9%	7%	14%	-6%	1µM*	11%
CCc1ccc(NC(=O)c2ccc(F)c(S(=O)(=O)NCC3COc4ccccc4O3)c2)cc1 (stereo unspecified)
  ?	1%	?	-7%	?	6%
CCOC(=O)C1CCCN(C(=O)CSc2nccn2C)C1 (stereo unspecified)
  -11%	-8%	16%	-6%	-3%	-4%
O=[N+]([O-])c1ccc(Cc2ccncc2)cc1
  8%	/	4%	3%	-23%	2%
O=c1cc(N2CCN(c3ccccc3F)CC2)[nH]c(=O)n1-c1ccc(Br)cc1
  -3%	-1%	1%	3%	3%	4%
CCc1sc(C(=O)Nc2nccs2)cc1C
  56%[activator]	0%	-11%	-4%	115%[activator]	-2%
CC(C)N(C#N)c1nc(N2CCOCC2)nc(N2CCOCC2)n1
  -25%	15%	?	-4%	?	4%
COc1ccc(/C=C/C(=O)c2ccc(NC3=NCCCS3)cc2)cc1OC
  ?	-3%	?	1%	?	-4%
Cc1ccc(CNC(=O)CN2C(=O)C3(OCCCO3)c3ccccc32)cc1
  -4%	0%	-15%	1%	10µM*	0%
CCc1nc(N)c(C#N)c(-c2ccc(F)cc2)c1C
  /	-20%	8%	6%	-32%	9%
COc1cc2oc3ccccc3c2cc1N(CC(=O)N(C)C)S(=O)(=O)c1ccccc1
  ?	-28%	-20%	4%	?	0%
O=C(CSc1nnc(CNc2ccccc2)o1)N1CCN(C(=O)c2ccco2)CC1
  -21%	-7%	9%	-5%	4%	-7%
CCOC(=O)C1C(c2cccs2)NC(=O)NC1(O)C(F)(F)F (stereo unspecified)
  -7%	-13%	16%	-1%	/	3%
COc1ccc(NC(=O)c2ccccc2N2C(=O)C3C4C=CC(C5CC45)C3C2=O)c(OC)c1 (stereo unspecified)
  -29%	-13%	-3%	6%	?	5%
COc1cccc(CC(=O)NCCCSc2ccccc2)c1
  -5%	1%	-6%	-5%	-8%	-5%
O=C(NNC(=S)NCc1ccc(Cl)cc1)c1ccc2c(c1)OCO2
  14%	0%	-1%	1%	?	6%
COCCCn1c(SCC(=O)N2CCOCC2)nnc1-c1ccco1
  ?	-26%	1%	-4%	-12%	1%
NC(=NC1CCCCC1)c1ccc([N+](=O)[O-])cc1
  /	-7%	-3%	1%	?	2%
COc1ccc(NS(=O)(=O)c2cccc(C(=O)NNC(=O)c3cc(S(N)(=O)=O)ccc3OC)c2)cc1
  16%	2%	-4%	2%	-22%	/

# Not a retest: an excerpt of the list.
# Screens in order – Pf growth 48h	Sm TGR inh	HCV inhibitor	Tb PYK inh	Pf growth 96h	LmPK inhibitor
CC(C)Sc1sc(C(=O)O)c(-c2ccc(Cl)cc2)c1C#N
  2%	3%	10%	2%	-9%	8%
CCOC(=O)c1cccnc1SCC(=O)NC(C)CC (stereo unspecified)
  -23%	-3%	0%	2%	?	2%

# Next part.
# Screens in order – Pf growth 48h	Sm TGR inh	HCV inhibitor	Tb PYK inh	Pf growth 96h	LmPK inhibitor
Cc1ccc(S(=O)(=O)NC(Cc2ccccc2)C(=O)NN)cc1 (stereo unspecified)
  33%[activator]	-10%	5%	3%	-10%	-4%
COc1ccc(/C=C(/NC(=O)c2ccco2)C(=O)N2CCCCC2)cc1
  -8%	-25%	5%	7%	2%	0%
COc1ccc(Oc2nc(C)cc(C)c2S(C)(=O)=O)cc1
  11%	8%	21%	2%	62%[activator]	-8%
COC(=O)C(C)NC(=O)C(C)NC(=O)OCc1ccccc1 (stereo unspecified)
  27%	9%	17%	-5%	/	-6%
O=C(NCC1CCCO1)c1ccc(Oc2ccc([N+](=O)[O-])cc2Cl)cc1 (stereo unspecified)
  -3%	/	34%[activator]	-4%	35%[1.15 µM]	0%
CC(C)P(=O)(c1cccc(C(=O)O)c1)C(C)C
  17%	-10%	28%	3%	?	1%
CSc1ncc(C(=O)Nc2ccc(C(C)=O)cc2)c(-c2ccccc2)n1
  13%	0%&4%	?	0%&4%	?	2%
O=C(Nc1ccc(Cl)c(S(=O)(=O)N2CCCCC2)c1)c1cccnc1
  12µM*	2%	14µM*	-6%	?	/
Cc1ccccc1NC(=O)N1CCCC1C(=O)NCc1cccs1 (stereo unspecified)
  16%	-9%	26%	-7%	?	0%
Cc1cccn2c(=O)c3cc(C#N)c(=N)n(Cc4ccncc4)c3nc12
  4%	-1%	-1%	/	3%	-3%
CS(=O)(=O)N1CCN(c2nc(-c3ccccc3)cs2)CC1
  20%	14%	-5%	-16%	?	-1%
CCc1ccc2oc(C(=O)N3CCN(C)CC3)cc(=O)c2c1
  8%	6%	11%	2%	?	3%
C=CCN1c2ccccc2[C@]23C[C@@H](C(=O)OC)N(C(=O)c4ccco4)C2=NC(C(=O)OC)=C(C(=O)OC)[C@H]13
  -20%	-2%	26%	1%	18%	4%[11.5 µM]
CCc1noc(C)c1C(=O)NCCc1ccc(S(N)(=O)=O)cc1
  -29%	-8%	20%	3%	15%	/
CC(=O)c1ccc[n+](CC(=O)NC(C)c2ccccc2)c1 (stereo unspecified)
  21%	-21%	0%	-8%	?	2%
CC(=O)Nc1ccc(C(=O)N/C(=C/c2ccccc2)C(=O)NCc2ccco2)cc1
  22%	-21%	28%	-9%	1%	1%
O=C1c2ccccc2C(=O)N1Cc1cc(-c2ccccc2)no1
  -5%	3%	13%	-10%	-12%	3%
CC1CN(C(=O)COC(=O)c2cc(S(N)(=O)=O)c(Cl)cc2Cl)CC(C)O1 (stereo unspecified)
  13%	5%	0%	2%	29%	-9%
CCCCOCCCNC(=O)Cc1ccccc1OC
  /	8%[11.4 µM]	-8%	-3%	/	13%
Nc1nc(N)c2c(ccc3nccc32)[nH]1
  1.7µM*	9%	?	2%	3.7µM*	3%
COc1cccc(C(=O)CC(=O)C(=O)Nc2ccc(C)cc2Cl)c1
  47%[activator]	-20%	12%	-1%	87%[activator]	10%
Cc1ccc(C(=O)CN(CCC(=O)O)C(=O)c2ccncc2)cc1
  30%[activator]	-22%	18%	3%	7%	/
COc1cc(/C=N/NC(=O)c2cccc(C(=O)N/N=C/c3ccc(O)c(OC)c3)n2)ccc1O
  -5%	4%	11%	5%	-2%	2%
Cc1cccc(C)c1NC(=O)COC(=O)C1C2CC3OC(=O)C1C3C2 (stereo unspecified)
  26%	-20%	20%	-2%	23%	-4%
CC(=O)c1ccc(NC(=O)C[n+]2ccccc2)cc1
  -8%	3%	13%	1%	?	-10%
O=C(O)COc1ccc(C(=O)c2ccccc2)cc1
  -1%	2%	15%	4%	14%	-3%
CCOC(=O)C1=NN(C(=O)COc2ccccc2)C(O)(c2ccc(Br)cc2)C1 (stereo unspecified)
  20%	/	-9%	2%	2.9µM*	2%
COCCCNc1nnc(Cc2ccccc2)c2ccccc12
  ?	0%	-27%	0%	?	1%
COc1ccccc1NC(=O)c1ccc(Cl)c(S(=O)(=O)NCc2ccco2)c1
  ?	-28%	?	1%	?	/
COc1ccc(C2CC(=O)c3sc(N)nc3C2)cc1 (stereo unspecified)
  2.9µM*	-25%	5%	-22%	2.6µM*	0%

# As entered above.
# Result of CC(C)P(=O)(c1cccc(C(=O)O)c1)C(C)C under Tb PYK inh: 3%
# Result of Cc1cccn2c(=O)c3cc(C#N)c(=N)n(Cc4ccncc4)c3nc12 under Pf growth 48h: 4%
# Result of O=C(O)COc1ccc(C(=O)c2ccccc2)cc1 under Pf growth 96h: 14%
# Result of COc1ccccc1NC(=O)c1ccc(Cl)c(S(=O)(=O)NCc2ccco2)c1 under Tb PYK inh: 1%
# Result of Cc1ccc(S(=O)(=O)NC(Cc2ccccc2)C(=O)NN)cc1 (stereo unspecified) under LmPK inhibitor: -4%

# The listing continues:
# Screens in order – Pf growth 48h	Sm TGR inh	HCV inhibitor	Tb PYK inh	Pf growth 96h	LmPK inhibitor
Cc1cc(C)n(CCC(=O)Nc2ccc3c(c2)OCCO3)n1
  61%[activator]	-2%	13%	1%	0%	-3%
O=c1c2ccccc2nc(-c2ccccc2)n1-c1cccnc1
  -26%	6%	-15%	-8%	?	3%
CCCN1C(=O)c2ccccc2NC1c1ccc(OC)cc1OC (stereo unspecified)
  ?	0%	-26%	-1%	/	-2%
CSCC[C@H](NC(=O)CCNC(C)=O)c1nc2ccccc2[nH]1
  7%	1%	-14%	?	/	10%
CCCC(=O)N1CCN(c2ccc(NC(=O)c3ccco3)cc2)CC1
  36%[activator]	-1%	3.2µM*	-5%	/	-6%
CC(C)NC(=O)c1cc2c(=O)n3ccccc3nc2s1
  42%[activator]	4%	13%	1%	280%[activator]	4%
NC(=O)CC(NC(=O)Cc1ccc(Br)cc1)c1ccc(NCCOc2ccccc2)c([N+](=O)[O-])c1 (stereo unspecified)
  ?	0%	4%	-5%	5%	0%
CCc1ccc(S(=O)(=O)NCc2cn3c(C)csc3n2)s1
  -7%	-12%	-15%	-2%	14%	4%
Cc1ccccc1CN1C[C@@H]2C[C@@H](c3cn[nH]c3-c3ccccc3)N3CCC[C@@]23C1=O
  1.7µM*	1%	13µM*	-3%	?	4%
CC(NC(=O)Nc1cccc(F)c1)c1ccc2c(c1)OCO2 (stereo unspecified)
  2%	1%	?	2%	?	-4%
COc1ccc(OCCNC(=O)c2ccccc2OCC(=O)Nc2ccc(NC(C)=O)cc2)cc1
  -2%	-4%	?	1%	-20%	-2%
CC(C)CCNC(=O)COC(=O)c1ccc(Br)o1
  /	-23%	13%	9%	-14%	4%
Cc1c(C(=O)C(=O)NCCCn2ccnc2)c2ccccc2n1C
  ?	-8%	5%	3%	33%[activator]	-9%
COc1cc(/C=N/NC(=O)C(=O)/C=C2\NC(C)(C)Cc3ccccc32)ccc1O
  ?	0%	?	1%	?	1%
CC(C)(C)c1cc(/C=N/O)cc(C(C)(C)C)c1O
  ?	-2%	?	2%	201%[activator]	-1%
O=C(O)c1ccccc1NS(=O)(=O)c1cccc(C(F)(F)F)c1
  -5%	14%	12%	-1%	/	5%
Cc1csc2nc(COC(=O)c3cccc(N(C)C)c3)cc(=O)n12
  159%[activator]	-29%	?	7%	175%[activator]	/
CCC(=O)Nc1cc(C(=O)O)ccc1Sc1ccc(C)cc1
  -24%	4%	9%	1%	?	10%
